High-throughput results as filed in PubChem.
RMI-FANCM inh – inhibitors of human RMI core complex binding to FANCM MM2 | Fluorescence polarization, RMI core complex with F-MM2 peptide; active compounds read low | AID 1159607 | FP signal (polarization) at 33 µM | 70,000 compounds, 0.58% hits; in the data active = FP signal below about 40; also: inactives centre near 61; strong numbers were not always called active; unit not given here
* marks the source's active call; other numbers are inactive results. A portion of the library (hit frequency here may not be typical).

SMILES	RMI-FANCM inh
CCC(C)C1NC(=O)C(CCNCS(=O)(=O)O)NC(=O)C(NC(=O)C(CCNCS(=O)(=O)O)NC(=O)C(NC(=O)C(CCNCS(=O)(=O)O)NC(=O)CCCCC(C)C)C(C)O)CCNC(=O)C(C(C)O)NC(=O)C(CCNCS(=O)(=O)O)NC(=O)C(CCNCS(=O)(=O)O)NC(=O)C(C(C)CC)NC1=O (stereo unspecified)	66
COc1ccc(-c2cc(OCC(=O)Nc3ccc(OC)cc3OC)c3ccccc3n2)cc1	97
Cc1cc(C)nc(NS(=O)(=O)c2ccc(NC(=O)c3cccc(Oc4ccccc4)c3)cc2)n1	52
COc1ccc(S(=O)(=O)Nc2ccc3c(c2)C(=O)N(C)CCO3)cc1Cl	63
COCC(=O)Nc1ccc2c(c1)N(C(=O)c1ccco1)CC2	65
CCSC(=O)NCc1ccccc1	62
CCC1=Nc2cccc3cccc(c23)N1	55
CCOC(=O)c1ccc(-n2c(C)ccc2C)cc1	60
O=c1[nH]c2ccsc2c(=O)n1CCO	53
O=C(NNC(=O)c1ccc(Oc2cc(Cl)cc(Cl)c2)o1)c1cccc(C(F)(F)F)c1	58
CS(=O)(=O)N1CCC(C(=O)N2CCN(c3nc4c(Cl)cccc4s3)CC2)CC1	65
COc1ccc(/C=C/C(=O)NC(=S)NNC(=O)c2cc(C)[nH]n2)cc1	56
O=C(C1CCC(=O)N1S(=O)(=O)c1ccc(Cl)cc1)N1CCCCC1 (stereo unspecified)	59
Cc1cc(N=CNOC(=O)c2nn(-c3ccccc3)nc2C)no1	53
Cn1c(-c2ccc(Cl)cc2)cnc1Sc1ncccc1[N+](=O)[O-]	55

By substructure, those above containing sulfur (9)
SMILES	RMI-FANCM inh
CCC(C)C1NC(=O)C(CCNCS(=O)(=O)O)NC(=O)C(NC(=O)C(CCNCS(=O)(=O)O)NC(=O)C(NC(=O)C(CCNCS(=O)(=O)O)NC(=O)CCCCC(C)C)C(C)O)CCNC(=O)C(C(C)O)NC(=O)C(CCNCS(=O)(=O)O)NC(=O)C(CCNCS(=O)(=O)O)NC(=O)C(C(C)CC)NC1=O (stereo unspecified)	66
Cc1cc(C)nc(NS(=O)(=O)c2ccc(NC(=O)c3cccc(Oc4ccccc4)c3)cc2)n1	52
COc1ccc(S(=O)(=O)Nc2ccc3c(c2)C(=O)N(C)CCO3)cc1Cl	63
CCSC(=O)NCc1ccccc1	62
O=c1[nH]c2ccsc2c(=O)n1CCO	53
CS(=O)(=O)N1CCC(C(=O)N2CCN(c3nc4c(Cl)cccc4s3)CC2)CC1	65
COc1ccc(/C=C/C(=O)NC(=S)NNC(=O)c2cc(C)[nH]n2)cc1	56
O=C(C1CCC(=O)N1S(=O)(=O)c1ccc(Cl)cc1)N1CCCCC1 (stereo unspecified)	59
Cn1c(-c2ccc(Cl)cc2)cnc1Sc1ncccc1[N+](=O)[O-]	55

(further entries)
SMILES	RMI-FANCM inh
Cc1nc2ccccn2c(=O)c1NC(=O)c1ccc([N+](=O)[O-])cc1Cl	56
O=C1NCCOc2ccc(NS(=O)(=O)c3ccc4c(c3)CCCC4)cc21	66
Cc1nc(N)sc1-c1nnc(Nc2ccccc2)s1	61
CCCC(=O)NCCc1c2n(c3ccc(OC)cc13)Cc1ccccc1-2	49
O=C(c1cccs1)N1CCc2ccc(NC(=O)C34CC5CC(CC(C5)C3)C4)cc21	80
Cc1cc(C)cc(NS(=O)(=O)CC23CCC(CC2=O)C3(C)C)c1 (stereo unspecified)	61
O=S(=O)(Cc1ccccc1)NCC1CCN(C2CCCC2)CC1	73
CC(C)S(=O)(=O)c1cccc(C(=O)Nc2nnc(Cc3cccs3)o2)c1	69
CCC(C(=O)N1CCN(c2ccc3nnc(-c4ccco4)n3n2)CC1)c1ccccc1 (stereo unspecified)	66
CC(C)N(Cc1ccc(N(C)C)cc1)C(=O)c1sc2ccccc2c1Cl	51
S=C(N/N=C\c1c(Sc2ccc(Cl)cc2)nc2sccn12)Nc1ccc(Cl)cc1	61
O=C(CSc1ccc(-c2ccc(Br)cc2)nn1)N1CCCc2ccccc21	56
COC(=O)c1ccc2nc(NC(=O)c3cc(C)nn3C)sc2c1	63
CC(=O)NC1C(Oc2ccc(Br)cc2)OC(COC(C)=O)C(OC(C)=O)C1OC(C)=O (stereo unspecified)	57
O=S1(=O)CC(O)C(Br)C1 (stereo unspecified)	63
Cc1nc(-c2ccccc2)sc1C(=O)Nc1ccc2nc(C)n(-c3ccc(F)cc3)c(=O)c2c1	59
CCOC(=O)c1ccc(NC(=O)c2ccc(NS(=O)(=O)c3cccc4cccnc34)cc2)cc1	60
O=C(NCc1ccccc1)c1ccc(C(=O)NCc2ccccc2)cc1	60
O=C(NCCOc1ccc(F)cc1)c1ccc([N+](=O)[O-])cc1Cl	63
O=C(Nc1nnc(-c2ccc(Br)cc2)o1)c1ccccc1	64
COc1cc(OC)cc(C(=O)NCCS(=O)(=O)N2CCN(c3ncccn3)CC2)c1	67
O=C1c2ccccc2C(=O)N1CC#CCN1CCN(C(c2ccccc2)c2ccccc2)CC1	58
O=S(=O)(c1ccc(NC(=S)NCc2cccnc2)cc1)N1CCCCC1	58
O=C(CCCc1ccccc1)NCCn1ncc2c(=O)n(Cc3cccc(Cl)c3)cnc21	66
COc1ccc2nc(-c3ccc(C)c(NS(=O)(=O)c4cccs4)c3)cn2n1	71
CCS(=O)(=O)N1CCCc2cc(NS(=O)(=O)c3ccc(Cl)s3)ccc21	56
CCNc1nc(NCC)n2c(SCC(=O)Nc3ccc(S(N)(=O)=O)cc3)nnc2n1	55
COc1ccc(-c2ccnc(SCc3cccc([N+](=O)[O-])c3)n2)cc1	56
COc1cn(CC(=O)N2CCCC2)c(CO)cc1=O	55
CSc1cc(C(C)(C)C)nn1S(=O)(=O)c1ccc(Cl)cc1	59
O=C(NCCn1nc(-c2ccco2)ccc1=O)Nc1ccc(F)cc1	69
CCN(CC)CCn1c2c(c(SCC(=O)Nc3nccs3)nc1=O)CCC2	57
COCCn1c(=NC(=O)c2ccc(S(=O)(=O)N3CC(C)OC(C)C3)cc2)sc2c(C)cc(C)cc21 (stereo unspecified)	74
CCOC(=O)c1oc2ccccc2c1NC(=O)c1cc2ccccc2oc1=O	57
Cc1onc(-c2ccccc2Cl)c1C(=O)NCC1CCN(Cc2ccco2)CC1	74
Cc1nc2nc[nH]c2cc1Br	60
O=C(c1n[nH]c2ccccc12)N1CCN(c2ccccc2F)CC1	54
O=C(CCCSc1ccc(NC(=O)c2cccs2)nn1)NCc1ccco1	65
Cn1cc(/C=C2/SC(=Nc3ccc(O)cc3)NC2=O)c2ccccc21	80
O=C(Cc1cccs1)N1CCN(c2ccc3nncn3n2)CC1	60
COC(=O)c1ccc(CSc2nc(-c3ccc4c(c3)OCO4)ccc2C#N)cc1	74
CCS(=O)(=O)c1ccc(CC(=O)Nc2nc(-c3ccc(Br)s3)cs2)cc1	55
O=C1N(CN2CCN(CCO)CC2)c2ccccc2C12OCCO2	51
CCOC(=O)c1c(C)nsc1NC(=O)Oc1ccccc1	53
CC(=O)N1CCN(Cc2nc(C3CC3)cs2)CC1	60
N#C/C(=N/Nc1ccc(OC(F)(F)F)cc1)C(=O)c1ccsc1	54
O=c1c2ccccc2nc(SCc2nc(-c3ccc4c(c3)OCO4)no2)n1CCc1ccccc1	81
CC(=O)Nc1cccc(NC(=O)CSc2nc(CC(=O)NCc3ccc(F)cc3)cs2)c1	65
COS(=O)(=O)c1ccc2c(c1C)OC(C)(C)CC2=O	60
COC(=O)CSc1nc(C)cc(C)c1C#N	66
Oc1c(C(Nc2cccc(C(F)(F)F)c2)c2ccccn2)ccc2cccnc12 (stereo unspecified)	107
O=C(NC(C(=O)Nc1nccs1)C12CC3CC(CC(C3)C1)C2)c1ccc(Cl)cc1 (stereo unspecified)	104
O=C(O)/C=C\C(=O)NCc1cccnc1	60
O=C(CCn1c(=O)oc2ccccc21)NCc1ccc2c(c1)OCO2	61
Cc1ccc(C)c(-c2csc(NC(=O)c3ccc([N+](=O)[O-])cc3[N+](=O)[O-])n2)c1	59
COc1ccc(CC(=O)NCCn2c(C)cc3ccccc32)cc1OC	34
C(=NCc1cccs1)c1cccs1	55
O=C(NCCCn1nc(-c2cccnc2)ccc1=O)c1ccc(Cl)cc1	65
Cn1c(NC(=O)c2ccc(-c3ccccc3)cc2)cc(=O)n(C)c1=O	60
CC(=O)c1ccc(N2CCN(S(=O)(=O)c3ccc(CNC(=O)c4ccccc4)s3)CC2)cc1	75

Next entries.
SMILES	RMI-FANCM inh
COc1ccccc1-c1nnc2ccc(OCCNC(=O)c3ccc(F)cc3)nn12	67
Cc1cc(C)c(C(=O)NCC2CCN(Cc3ccco3)CC2)c(C)c1	77
COc1ccc(CNC(=O)N2CCN(Cc3nc(-c4ccc(F)cc4)cs3)CC2)cc1	59
COc1cc2c(cc1OC)C(COc1ccc3c(C)cc(=O)oc3c1)N(C(=O)CCC1CCCC1)CC2 (stereo unspecified)	71
Cc1cc(Cl)cc2sc(NC(=O)C3CCN(S(C)(=O)=O)CC3)nc12	63
Cc1onc2c1c(=O)n(C)c(=O)n2C	53
Cc1ccnc(SCc2cc(=O)c(OC(=O)c3ccccc3[N+](=O)[O-])co2)n1	52
COc1cccc(C(=O)Nc2ccc3c(c2)N(S(=O)(=O)c2cccs2)CCC3)c1OC	56
Cc1cc(C(=O)Nc2ccc3c(c2)C(=O)NC3=O)no1	62
O=C(NCCn1ncc2c(=O)n(Cc3ccc(Cl)cc3)cnc21)c1cc2ccccc2o1	69
COc1ccc(Cl)cc1NC(=O)CN(C(=O)N1CCN(C)CC1)S(=O)(=O)c1ccc(C)cc1	54
O=S(=O)(c1ccc(Cl)c(Cl)c1)N1CCSC1c1ccccc1Cl (stereo unspecified)	63
Cc1ccc(-c2ccc(/C=C3\SC(=S)N(N4CCOCC4)C3=O)o2)c([N+](=O)[O-])c1	55
Cc1cc(NC(=O)CSc2nnc(C(C)C)c3cnn(-c4ccc(C)c(C)c4)c23)no1	65
COC(=O)c1ccc2nc(NC(=O)c3ccc(Br)s3)sc2c1	62
Cc1nc2c(ccc3nc(NC(=O)C(c4ccccc4)c4ccccc4)sc32)s1	68
CCc1nnsc1C(=O)Nc1ccc(S(=O)(=O)Nc2onc(C)c2C)cc1	53
CN(c1cc(C(F)(F)F)ccn1)N1C(=O)c2ccccc2C1=O	57
Cc1ccc(NC(=O)CC2SC(=O)N(Cc3ccccc3)C2=O)c(C)c1 (stereo unspecified)	110
N#C/C(=C\c1ccc(-c2ccc(Cl)cc2[N+](=O)[O-])o1)C(=O)N1CCCCC1	42
Cc1nc(C)c(C(=O)O)s1	75
COc1ccc(N2CCN(C(=O)C(=O)NC3CC3)CC2)cc1	54
CN(C)c1ccc(C(CN)N2CCN(c3ccccc3)CC2)cc1 (stereo unspecified)	77
COc1ccc(OC)c(Nc2nc(CC(=O)NCc3cccnc3)cs2)c1	65
COc1ccccc1C1C(C#N)=C(N)Oc2cc(C)n(Cc3ccccn3)c(=O)c21 (stereo unspecified)	60
Cc1cc(NC(=O)Cn2cc(S(=O)(=O)Cc3ccccc3F)c3ccccc32)no1	54
Cc1oc2ccc(NS(=O)(=O)c3cccc4cccnc34)cc2c1C(=O)OC(C)C	59
COc1cc(OC)c2c(c1)O[C@H](c1cc(OC)c(OC)c(OC)c1)[C@H](OC(=O)c1cc(OC)c(OC)c(OC)c1)C2	59
COc1ccc(N2CCN(Cc3nc4c([nH]3)c(=O)n(C)c(=O)n4C)CC2)cc1	62
CC1=NN(c2ccccc2)C(=O)C1C(=O)c1sc(-c2ccccc2)nc1C (stereo unspecified)	67

Ordered by the number under RMI-FANCM inh (high to low): three from the list above
SMILES	RMI-FANCM inh
COc1ccc(N2CCN(Cc3nc4c([nH]3)c(=O)n(C)c(=O)n4C)CC2)cc1	62
COc1cc(OC)c2c(c1)O[C@H](c1cc(OC)c(OC)c(OC)c1)[C@H](OC(=O)c1cc(OC)c(OC)c(OC)c1)C2	59
N#C/C(=C\c1ccc(-c2ccc(Cl)cc2[N+](=O)[O-])o1)C(=O)N1CCCCC1	42

Continued:
SMILES	RMI-FANCM inh
COC(=O)c1ccccc1N=CC(C(=O)C(F)(F)F)=C(O)c1ccco1	63
CCOc1ccc(S(=O)(=O)NC(C)(C)C)cc1C	59
O=C(CSc1nnc(-c2ccc(Br)cc2)o1)c1ccc(Cl)cc1	64
CC(C)c1ccc(NC(=O)CCc2csc(NC(=O)c3ccc[nH]c3=O)n2)cc1	71
O=C(NCCSc1ncc(-c2ccc(Cl)cc2)[nH]1)c1ccc(Br)cc1	53
Cc1ccc(Cl)cc1NC(=O)C(=O)NCCc1ccc(N(C)C)cc1	71
NC(=O)CSc1nc(-c2ccccc2)c(NC(=O)C(=O)c2c[nH]c3ccccc23)s1	87
Cc1ccc(-c2ccc(=O)n(CCCC(=O)Nc3ccccc3Cl)n2)cc1	73
COc1ccc(CC(=O)Nc2ccc(Nc3ccc(-n4nc(C)c(C)c4C)nn3)cc2)cc1	58
CCS(=O)(=O)N1CCc2ccc(NS(=O)(=O)c3ccc(F)c(Cl)c3)cc2C1	65
O=C1NC(Cc2ccccc2)C(=O)N1c1ccccc1 (stereo unspecified)	56
CN(C)C(=O)N=NC(=O)N(C)C	55
CC(C)Oc1ccc(C(=O)N2CCN(Cc3nc4ccccc4[nH]3)CC2)cc1	59
Cc1nc(-c2ccc(S(=O)(=O)N/N=C\c3ccco3)cc2)c(-c2ccc([N+](=O)[O-])cc2)o1	59
O=C(Cn1cc(S(=O)(=O)Cc2ccccc2Cl)c2ccccc21)NCC1CCCO1 (stereo unspecified)	56
Cc1ccc(S(=O)(=O)Oc2cncc(Cl)c2)cc1	56
CSc1cccc(NC(=O)Cc2csc(Nc3ccc(F)cc3)n2)c1	74
O=C(Nc1ccc2c(c1)OCO2)N1CCN(Cc2nc(-c3ccc(F)cc3)cs2)CC1	58
CN(C)c1ccc(C(=O)Nc2nnc(-c3cc(Cl)ccc3Cl)o2)cc1	55
O=c1[nH]c2ccc(Cl)cc2c(-c2ccccc2)c1C1=NN(C(=S)Nc2ccccc2)C(c2cccc([N+](=O)[O-])c2)C1 (stereo unspecified)	65
Cc1ccc(S(=O)(=O)N2CCN(c3ccc(-c4cccnc4)nn3)CC2)s1	67
CCOC(=O)CC(=O)CSc1nc2ccsc2c(=O)n1Cc1ccc(F)cc1	61
COc1ccccc1CCNC(=O)C(=O)NCC(c1cccs1)N1CCc2ccccc2C1 (stereo unspecified)	57
COC(=O)/C(C#N)=C/c1ccc(C)o1	56
